CHT block – human CHT choline transport inhibition; Q9GZV3; CHT-expressing cells, membrane potential dye, choline response; hits give low values; B-score at 10 µM; 310,000 tested, 0.86% active;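 active = B-score over 3 SD under the library average, and starting fluorescence ratio not unusually high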;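 note: choline stimulus applied at its EC90 after an EC20 pre-addition; B-score computed on integrated fluorescence ratio after choline addition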
Target sequence (Q9GZV3 whole entry, looked up): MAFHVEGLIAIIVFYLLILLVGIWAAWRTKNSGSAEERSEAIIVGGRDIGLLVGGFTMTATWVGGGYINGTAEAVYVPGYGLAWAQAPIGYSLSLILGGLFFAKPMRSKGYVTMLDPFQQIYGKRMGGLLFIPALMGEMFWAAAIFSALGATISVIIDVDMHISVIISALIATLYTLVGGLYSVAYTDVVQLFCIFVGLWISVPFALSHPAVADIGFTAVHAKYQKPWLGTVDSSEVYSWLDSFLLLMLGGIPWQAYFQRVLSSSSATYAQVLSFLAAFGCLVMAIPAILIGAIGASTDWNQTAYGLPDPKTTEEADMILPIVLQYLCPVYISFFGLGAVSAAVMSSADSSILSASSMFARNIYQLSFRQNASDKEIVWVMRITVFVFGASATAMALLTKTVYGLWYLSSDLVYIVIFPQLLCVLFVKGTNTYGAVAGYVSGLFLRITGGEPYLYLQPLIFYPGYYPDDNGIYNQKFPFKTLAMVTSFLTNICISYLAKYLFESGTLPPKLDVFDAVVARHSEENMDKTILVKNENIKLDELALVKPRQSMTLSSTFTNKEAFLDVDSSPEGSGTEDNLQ
CHT PAM – human CHT allosteric activation; CHT-expressing cells, membrane potential dye, choline EC20; hits give high values; LV-AA mutant CHT in HEK293 cells; B-score at 10 µM; 310,000 tested, 0.49% active; AID 488977;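 active = initial fluorescence not abnormally high and integrated response B-score, plate-corrected, over 3 SD above library mean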
Calls only; i = inactive.

SMILES	CHT block	CHT PAM
O=C(CCN1CCOCC1)NNC(=O)Nc1cccc(C(F)(F)F)c1	i	i
CCC(C)NC(=O)c1ccc([N+](=O)[O-])c(Cl)c1 (stereo not given)	i	i
COc1cccc(-c2ocnc2C(=O)Nc2ccc3c(c2)CCC3)c1	i	i
COc1ccccc1C(=O)NC(=O)COc1ccc(Cl)cc1Cl	i	i
CC1=C(C(=O)Nc2ccccc2)C(c2cccs2)n2nnnc2N1 (stereo not given)	i	i
CCc1ccccc1NS(=O)(=O)c1ccc2c(c1)NC(=O)CC(=O)N2	i	i
O=C(C1CCCO1)N1CCN(c2ncccn2)CC1 (stereo not given)	i	i
N/C(=N\OC(=O)c1cccc(C(F)(F)F)c1)c1cnccn1	i	i
CCOC(=O)C1CCN(S(=O)(=O)c2ccc(OC)c(Cl)c2Cl)CC1	i	i
O=C(NCC1CCCO1)c1cc2c([nH]c3ccccc32)c(-c2cccc(Cl)c2)n1 (stereo not given)	i	i
COC(=O)[C@@]12CCCN1[C@H](c1ccc(-c3ccc(F)cc3)c(OC)c1)[C@H]1C(=O)N(C)C(=O)[C@H]12	i	i
CN(C)C1=C(Cl)C(=O)N(c2ccc(Cl)c(Cl)c2)C1=O	i	i
COc1ccc(-n2nnnc2SCC(=O)NNC(=O)c2ccc([N+](=O)[O-])cc2)cc1	i	i
Nc1nc(N)nc(-c2cccc(Cl)c2Cl)n1	i	i
Cc1nnc(NC(=O)CSc2cn(CCNC(=O)c3ccccc3)c3ccccc23)s1	i	i
Cn1ncc(Cl)c1C(=O)N1CCN(S(=O)(=O)c2ccc(F)cc2)CC1	i	i
O=C(c1cc2cc(Cl)ccc2oc1=O)N1CCN(c2ccccn2)CC1	i	i
O=C(NCCN1CCN(Cc2ccccc2)CC1)C1c2ccccc2C(=O)N2CCc3ccccc3C12 (stereo not given)	i	i
Cc1cccc(NC(=O)c2ccc3c(c2)OCCO3)c1C	i	i
O=S(=O)(NC1CCCC1)c1cccc(S(=O)(=O)N2CCC(n3nnc4ccccc43)CC2)c1	i	i
CCOC(=O)N1CCC(Nc2c(OCC)c(=O)c2=O)CC1	i	i
O=C(O)c1ccc(N/N=C/C(Br)=C/c2ccccc2)cc1	i	i
CN(C)CCOC(=O)c1ccc2[nH]c3c(c2c1)CSCC3	i	i
CC(C)(C)N1CC(c2nc3ccccc3n2Cc2ccc(F)cc2)CC1=O (stereo not given)	i	i
Cc1cc(C)cc(OCC(=O)N2N=C(c3cccnc3)CC2(O)C(F)(F)F)c1 (stereo not given)	i	i

The list goes on, starting with the last 6 of the part before.
SMILES	CHT block	CHT PAM
O=S(=O)(NC1CCCC1)c1cccc(S(=O)(=O)N2CCC(n3nnc4ccccc43)CC2)c1	i	i
CCOC(=O)N1CCC(Nc2c(OCC)c(=O)c2=O)CC1	i	i
O=C(O)c1ccc(N/N=C/C(Br)=C/c2ccccc2)cc1	i	i
CN(C)CCOC(=O)c1ccc2[nH]c3c(c2c1)CSCC3	i	i
CC(C)(C)N1CC(c2nc3ccccc3n2Cc2ccc(F)cc2)CC1=O (stereo not given)	i	i
Cc1cc(C)cc(OCC(=O)N2N=C(c3cccnc3)CC2(O)C(F)(F)F)c1 (stereo not given)	i	i
CCS(=O)(=O)Nc1cccc(-c2nc3cccnc3s2)c1C	i	i
Nc1nonc1-n1nnc(C(=O)N/N=C/c2ccccc2O)c1CN1CCCC1	i	i
Cn1c(=O)n(Cc2ccccc2)c(=O)c2c1nc1n2CCCN1CCc1ccccc1	i	i
COc1ccc(S(=O)(=O)Nc2nnc(CC(C)(C)C)s2)cc1	i	i
CCc1ccc(S(=O)(=O)Nc2cc(SCC(=O)O)c(O)c3ccccc23)cc1	i	i
CN1CCN(C(=O)c2ccc3c(Cl)c4c(nc3c2)CCCC4)CC1	i	i
COc1ccc(NC2=CC(=O)CC(c3ccc(C)cc3)C2)c(OC)c1 (stereo not given)	i	i
Cc1cccc(-c2oc3ccc(-c4ccc5c(c4)OCO5)cc3c2C(=O)OCc2ccc(O)cc2)c1	i	i
CC1Cc2ccccc2N1C(=O)C1CCN(S(=O)(=O)c2cccs2)CC1 (stereo not given)	i	i
CCn1cc(CN2CCCC(CNC(=O)COc3ccccc3OC)C2)c(C)n1 (stereo not given)	i	i
Cc1nn(C)cc1CNC(=O)c1cnn2c1NC(c1ccc(Br)cc1)CC2C(F)(F)F (stereo not given)	i	i
c1ccc(COc2ccc(OCCN3CCCCC3)cc2)cc1	i	i
Cc1noc(C)c1C(=O)N1CCN(Cc2ccccc2)CC1	i	i
Nc1n[nH]c2c1C1(CCCC1)Cc1ccccc1-2	i	i
Cc1ccc(S(=O)(=O)N2CCOCC2)cc1NC(=O)COC(=O)Cc1cccs1	i	i
O=C1CCCC2=C1C(c1cccs1)n1nc(SCc3ccccc3)nc1N2 (stereo not given)	i	i
CCN1CCc2[nH]c3ccccc3c2C1	i	i
CCCS(=O)(=O)Nc1cccc(-c2cn3c(n2)SCC3)c1	i	i
Cc1ccnc(NC(=O)Cc2ccc([N+](=O)[O-])cc2)c1	i	i
O=C(Nc1c(C(=O)Nc2ccccc2)cnn1-c1ccccc1)c1ccco1	i	i
COc1ccc(CNC(c2ccccc2)c2ccc(Cl)cc2)cc1 (stereo not given)	i	i
Cc1cccc2sc(NC(=O)C3CCCO3)nc12 (stereo not given)	i	i
O=C(Nc1cccnc1Cl)c1ccc(Cl)cc1	i	i
O=S(=O)(c1cc(-c2nnc(-c3ccc(Br)cc3)o2)ccc1Br)N1CCCCCC1	i	i
OC1CCCN(CC(O)COC(c2ccc(F)cc2)c2ccc(F)cc2)C1 (stereo not given)	i	i
Carrying on.
SMILES	CHT block	CHT PAM
COc1cccc(SCc2noc(C(=O)NCC3CCCO3)c2C(=O)O)c1 (stereo not given)	i	i
CCn1cc([N+](=O)[O-])c(C(=O)N2CCCCCC2)n1	i	i
COc1ccccc1OCCNC(=O)C(=O)c1c[nH]c2ccccc12	i	i
CCOC(=O)C(=O)N1CCN(c2cc3c(cc2[N+](=O)[O-])n(C)c(=O)n3C)CC1	i	i
CCOC(=O)c1cccc(NC(=O)CSc2nnnn2CC)c1	i	i
COC(=O)c1cc(S(=O)(=O)N2CCN(c3ccccc3OC)CC2)cn1C	i	i
Cc1cc([N+](=O)[O-])cc2ncccc12	i	i
CCCCNC(=S)N(CCCO)Cc1cc2cc3c(cc2[nH]c1=O)OCCO3	i	i
CCOC(=O)C1CCC(CNCc2ccccc2C)CC1 (stereo not given)	i	i
Cc1ccccc1-n1c(N)cc(=O)[nH]c1=S	i	i
O=S(=O)(Cc1nnnn1-c1ccccc1)c1ccccc1	i	i
Cc1cccc(N2CCN(S(=O)(=O)c3ccc4c(c3)OCCO4)CC2)c1C	i	i
Cc1ccc2cc(CCNC(=O)c3cccs3)c(=O)[nH]c2c1	i	i
Cn1c(=O)oc2cc(S(=O)(=O)NCCC(=O)N3CCN(c4ccccc4)CC3)ccc21	i	i
Cc1ccc(/C=C2/C(=O)ON=C2c2ccccc2)o1	i	i
CCn1c(SCc2nc3sc(C(=O)O)c(C)c3c(=O)[nH]2)nnc1-c1ccc(Cl)cc1	i	i
COc1ccccc1C(=O)Nc1ccc(Br)c2cccnc12	i	i
Cc1ccccc1-c1n[nH]c(=S)o1	i	i
Cc1ccc(NC(=O)c2nc[nH]c2C(=O)NCC(=O)OC(C)(C)C)cc1	i	i
Clc1ccc(CN2CCN(/N=C/c3cccnc3)CC2)cc1	i	i
CC(C)CCNCC(O)CON=C1c2ccccc2-c2ccccc21 (stereo not given)	i	i
CCCC(=O)N(CCN(C(=O)CCC)c1ccccc1)c1ccccc1	i	i
Cc1cc(S(=O)(=O)N2CCOCC2)ccc1NC(=O)c1ccc(F)cc1	i	i
NNC(=O)CS(=O)(=O)CS(=O)(=O)CC(=O)NN	i	i
O=S(=O)(NCCSc1ccccn1)c1ccc(Br)cc1	i	i
More entries
SMILES	CHT block	CHT PAM
O=C(Nc1ccc2c(c1)C(=O)OC2)c1ccc(Cl)cc1	i	i
CCN1C(=O)[C@H]2[C@@H](c3ccc(-c4ccc(OC)cc4)cc3)N[C@@](Cc3ccccc3)(C(=O)OC)[C@H]2C1=O	i	i
O=C(c1cc(COc2ccc(F)cc2F)on1)N1CCCC(c2ccccc2)C1 (stereo not given)	i	i
O=C(CSc1ccc2nnc(-c3ccccn3)n2n1)Nc1ccccc1F	i	i
Cc1ccc(NC(=O)COC(=O)C2CC2C)c(S(=O)(=O)N2CCCCC2)c1 (stereo not given)	i	i
FCCCOc1ccc(-c2nccc(-c3ccc(F)cc3)n2)cc1	i	i
Cc1ccccc1N(C(=O)CS(=O)CC(=O)Nc1ccc(F)cc1)C(C)C(=O)NC(C)(C)C (stereo not given)	i	i
COc1ccccc1OCc1cc(C(=O)N2CCN(C)C(c3ccccc3)C2)no1 (stereo not given)	i	i
COc1ccc(C(=O)/C=C/Nc2c(C)n(C)n(-c3ccccc3)c2=O)c(OC)c1	i	i
Cn1c(Cl)c(/C=N/OC(=O)c2ccccc2Cl)c2ccccc21	i	i
COc1nnc(-c2ccc(N3CCOCC3)c(NC(=O)c3ccccc3)c2)c2ccccc12	i	i
O=S(=O)(c1ccc(F)cc1)N1CCC(N2CCCC2)CC1	i	i
C/C(=N\NC(=O)c1ccc(COc2ccccc2)cc1)c1ccncc1	i	i
Cc1ccc(C)c(N2C(=O)C3C4C=CC(CC4)C3C2=O)c1 (stereo not given)	i	i
CC(=O)C1=C(O)C(=O)N(c2ccc(C(=O)O)cc2)C1c1ccc([N+](=O)[O-])cc1 (stereo not given)	i	i
C/C(=N\NC(=O)CN1CCN(Cc2ccccc2)CC1)c1cccs1	i	i
COc1ccc(CN2CCCCCC2)cc1	i	i
CCN(CC)S(=O)(=O)c1ccc(NC(=O)C2CCCO2)cc1 (stereo not given)	i	i
O=S(=O)(Nc1ccc2c(c1)OCCO2)c1ccc(F)cc1	i	i
Cc1ccc(CSCCC(=O)NCCc2ccc(Cl)cc2)cc1	i	i
CCCN1CCC(NC(=O)CC2C(=O)NCCN2Cc2ccccc2C)CC1 (stereo not given)	i	i
O=S(=O)(NCc1cccnc1)c1cccc2cccnc12	i	i
CC(C)CCN(C(=O)CCSc1ccc(F)cc1)c1c(N)n(Cc2ccccc2)c(=O)[nH]c1=O	i	i
Cc1nnc(SCC(=O)Nc2ncc(Cc3ccc(F)cc3)s2)n1N	i	i
CC1S/C(=N/N=C/c2cccs2)NC1=O (stereo not given)	i	i
The list continues.
SMILES	CHT block	CHT PAM
Cc1sc2nc(C(C)Nc3ccccc3N3CCOCC3)[nH]c(=O)c2c1C (stereo not given)	i	i
CCOC(=O)N1CCN(C(=O)CS(=O)(=O)c2cn(Cc3ccc(F)cc3)c3ccccc23)CC1	i	i
CCOc1ccccc1NC(=S)N1CCN(c2cccc(C)c2C)CC1	i	i
CCOC(=O)C1CCN(C(=O)c2oc3ccc(S(=O)(=O)N4CC(C)CC(C)C4)cc3c2C)CC1 (stereo not given)	i	i
Cc1ccc2nc(-c3ccc(SCC(=O)O)nc3)[nH]c2c1	i	i
O=C(NCCN1CCOCC1)C12CC3CC(C1)CC(c1ccccc1)(C3)C2	i	i
NCC12CC3CC(CC(O)(C3)C1)C2	i	i
CC(=O)c1ccc(N2C(=NC(=O)C(C)C)SC3CS(=O)(=O)CC32)cc1 (stereo not given)	i	i
COC(=O)c1ccc2c(c1)S(=O)(=O)NC(=NCc1ccco1)S2	i	i
C/C(N)=C(/C#N)C(=O)CSc1nnc(-c2ccc(OC(F)F)cc2)o1	i	i
COc1ccc(NC(=O)/C(=C\c2cccnc2)NC(=O)c2cccs2)cc1	i	i
COc1ccc(C(C)=O)c2c1OCCO2	i	i
COc1nc(Nc2ccc(O)cc2)nc(OC(C(F)(F)F)C(F)(F)F)n1	i	i
Cc1csc(NC(=O)CCC(=O)N(CC(=O)NC2CCCC2)Cc2ccccc2)n1	i	i
O=C(CSc1cccc[n+]1[O-])Nc1ccc2c(c1)OCCO2	i	i
CCOC(=O)c1c(C)[nH]c(C(=O)OCC(=O)N(C)CC(=O)Nc2ccccc2Cl)c1C	i	i
CC(C)(C)NC(=O)CSc1nccn1Cc1ccccc1	i	i
Cn1c(/N=C/c2cc(Cl)ccc2O)nc2ccccc21	i	i
O=C(O)c1ccc(N/N=C/c2ccc(OC(=O)c3cccc(Cl)c3)cc2)cc1	i	i
O=C(NC(=S)N(Cc1ccccc1)c1ccccn1)C1CC1	i	i
COc1ccc(C(C(=O)NCC2CCCO2)N(Cc2ccccc2)C(=O)c2snc(C(N)=O)c2N)cc1OC (stereo not given)	i	i
Cc1nc2ncnn2c(C)c1Cc1cccc(C(F)(F)F)c1	i	i
CCOc1ccc(NC2=C(Cl)C(=O)N(Cc3ccccc3)C2=O)cc1	i	i
CNc1cncc(C(=O)O)c1	i	i
CN(c1ccccc1C(=O)Nc1ccc(F)c(F)c1)S(C)(=O)=O	i	i
Cc1ccc(C)c(NC(=O)C(c2ccccc2)N2CCOCC2)c1 (stereo not given)	i	i
O=C(N/N=C/c1ccncc1)c1cc(C2CC2)nc2ccccc12	i	i

4 structures from above, ordered by heavy-atom count, ascending:
SMILES	CHT block	CHT PAM
O=C(CSc1cccc[n+]1[O-])Nc1ccc2c(c1)OCCO2	i	i
Cc1ccc(C)c(NC(=O)C(c2ccccc2)N2CCOCC2)c1 (stereo not given)	i	i
CC(=O)c1ccc(N2C(=NC(=O)C(C)C)SC3CS(=O)(=O)CC32)cc1 (stereo not given)	i	i
CCOc1ccccc1NC(=S)N1CCN(c2cccc(C)c2C)CC1	i	i

Looked up one by one from the list above, 2 records:
SMILES	CHT block	CHT PAM
CCOC(=O)N1CCN(C(=O)CS(=O)(=O)c2cn(Cc3ccc(F)cc3)c3ccccc23)CC1	i	i
CCOC(=O)c1c(C)[nH]c(C(=O)OCC(=O)N(C)CC(=O)Nc2ccccc2Cl)c1C	i	i

Screens as filed in PubChem.

An unsorted share of the library. Share with any hit: about 1.4%.
